IDE inh – cellular human IDE inhibition; P14735; HEK cells, FAbetaB cleavage, fluorescence polarization; inhibition, % at 5.59 µM; 320,000 tested, 0.41% active; AID 434962;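 active = percent inhibition above the average of all tested compounds plus 3 SD, set per screening campaign, cut at about 16% in these data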;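 note: IDE supplied by intact live HEK cells; FP after avidin binding of uncleaved biotin substrate so inhibition keeps polarization high; 0% = DMSO wells and 100% = 60 µM reference IDE inhibitor Ii1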
CRFR2-BP ag – CRF-BP/CRF-R2 complex agonism. HEK293 CRF-R2/CRF-BP, calcium dye fluorescence (FLIPR); percent of saturating CRF peptide response. activation, % at 13.2 µM. 350,000 tested, 0.46% active;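 active = activation of at least 50%, plus an integration ratio under a set limit after plate pattern correction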;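 note: plate controls were neutral control wells without compound for no effect and CRF at EC100 for full effect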
M4 antag – CHRM4 antagonism in calcium assay | P08173 | CHO-hM4 cells, ACh EC80, Fluo-8 calcium fluorescence | inhibition, % at 3 µM | 360,000 tested, 0.73% active | AID 624125;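 active = inhibition above its plate's cutoff, the mean inhibition of sample wells plus 3 SD, cut at about 27% in these data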;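 note: 0% = acetylcholine EC80 with DMSO and 100% = DMSO without agonist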
Target sequence (P08173 whole entry, looked up): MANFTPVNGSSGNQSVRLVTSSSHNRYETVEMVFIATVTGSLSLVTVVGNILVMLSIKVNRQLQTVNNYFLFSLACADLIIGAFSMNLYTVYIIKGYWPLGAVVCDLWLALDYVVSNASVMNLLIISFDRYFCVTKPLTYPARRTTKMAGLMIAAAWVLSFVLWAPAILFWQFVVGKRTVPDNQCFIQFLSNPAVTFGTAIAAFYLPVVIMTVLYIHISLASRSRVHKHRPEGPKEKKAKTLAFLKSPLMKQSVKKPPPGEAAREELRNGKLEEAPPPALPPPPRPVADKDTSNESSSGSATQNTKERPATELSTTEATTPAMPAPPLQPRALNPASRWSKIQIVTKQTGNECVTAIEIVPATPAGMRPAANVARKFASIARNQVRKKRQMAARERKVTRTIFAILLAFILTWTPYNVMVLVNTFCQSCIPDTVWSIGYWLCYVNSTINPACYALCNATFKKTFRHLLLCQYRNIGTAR
M4 ag – CHRM4 agonism in calcium assay | P08173 | 360,000 tested, 0.14% active | activation, % at 3 µM | CHO-K1 hM4/Gqi5, Fluo-8 calcium fluorescence; vehicle 0%, full acetylcholine response 100%;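 active = activation above the run mean over all test wells plus 3 SD, cut at about 32% in these data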;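 note: peak over basal fluorescence ratio per well then scaled between controls; 0% = DMSO wells and 100% = acetylcholine at EC100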
CRFR2-BP antag – blocks CRF-induced signaling of the CRF-BP/CRF-R2 complex; inhibition, % at 11.8 µM; 350,000 tested, 0.59% active; HEK293 CRF-R2/CRF-BP, CRF-induced calcium fluorescence; AID 588475;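 active = inhibition of the ligand-induced calcium signal above about 50% at the single tested concentration, limit read from the data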
M5 ag – agonists of human muscarinic M5 receptor (CHRM5); CHO-K1 hM5 cells, Fluo-8 calcium fluorescence; 0% DMSO wells, 100% maximal acetylcholine response; activation, % at 3 µM; 360,000 tested, 0.19% active;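 active = activation above the run's mean over test compounds plus 3 SD, cut at about 23% in these data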;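 note: signal is peak over basal fluorescence ratio across the kinetic read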
Target sequence (P08912 whole entry, looked up): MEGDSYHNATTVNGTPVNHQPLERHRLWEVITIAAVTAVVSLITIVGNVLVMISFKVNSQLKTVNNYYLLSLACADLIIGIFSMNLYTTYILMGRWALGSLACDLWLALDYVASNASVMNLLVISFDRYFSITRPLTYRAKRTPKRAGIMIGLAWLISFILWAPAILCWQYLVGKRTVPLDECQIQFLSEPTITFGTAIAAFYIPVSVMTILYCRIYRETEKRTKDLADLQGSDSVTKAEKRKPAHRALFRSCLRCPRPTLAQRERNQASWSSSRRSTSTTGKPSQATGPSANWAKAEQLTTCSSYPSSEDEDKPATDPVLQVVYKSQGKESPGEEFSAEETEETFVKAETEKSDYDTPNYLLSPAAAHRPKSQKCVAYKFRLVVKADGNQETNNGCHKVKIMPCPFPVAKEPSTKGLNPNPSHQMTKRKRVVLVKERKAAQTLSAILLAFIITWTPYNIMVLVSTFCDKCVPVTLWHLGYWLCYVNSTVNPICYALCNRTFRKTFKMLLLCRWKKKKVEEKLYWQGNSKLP
CHRM5 PAM – potentiates acetylcholine response at human M5 receptor; P08912; CHO-K1 hM5, Fluo-8 calcium, ACh EC20 PAM; 0% = ACh EC20, 100% = ACh EC100; activation, % at 3 µM; 360,000 tested, 0.3% active; AID 624038;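 active = activation above the run cutoff, the mean activation of all test compounds plus 3 SD, cut at about 18% in these data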
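Replicates: One well per compound, no replicates | System: Human M5 receptor in CHO-K1 cells | Benchmarks: Low control EC20 acetylcholine (0%), high control EC100 acetylcholine (100%) | Probe or stimulus: Acetylcholine, EC20 level | Times: Fluo-8 loading 80 min at 37 °C plus 30 min room temperature | Signal: Intracellular calcium via Fluo-8 fluorescence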
CHRM4 PAM – positive allosteric modulators of human muscarinic M4 receptor. P08173. CHO-K1 hM4/Gqi5, Fluo-8 calcium fluorescence, ACh EC20; 0% = ACh EC20, 100% = maximal ACh. 360,000 tested, 0.4% active. activation, % at 3 µM;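 active = activation above its plate's cutoff, the mean activation of sample wells plus 3 SD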; note: some results filed as inactive read as strong as hits
CHRM5 antagonist – CHRM5 antagonism in calcium assay | 360,000 tested, 0.59% active | inhibition, % at 3 µM | P08912 | CHO-hM5 cells, Fluo-8 calcium fluorescence, ACh EC80;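 active = inhibition above a per-plate cutoff, the mean of that plate's test compounds plus 3 SD, cut at about 27% in these data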;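 note: 0% = acetylcholine EC80 with DMSO and 100% = DMSO without agonist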
* = called active by the depositor; / = no result given; & = joins results of further samples.

IDE inh,CRFR2-BP ag,M4 antag,M4 ag,CRFR2-BP antag,M5 ag,CHRM5 PAM,CHRM4 PAM,CHRM5 antagonist,SMILES
-2,0.1,4,1,-14,2,6,1,-4,Cc1c(C(=O)Nc2cccc(S(=O)(=O)N3CCOCC3)c2)oc2ccccc12
/,/,-5,1,/,2,-6,5,5,COc1cc(CNc2ncnc3c2ncn3[C@H]2CN(Cc3ccncc3)C[C@@H](CO)O2)cc(OC)c1OC
2,1.7,-6,0,4,-2,6,11,-5,CCOC(=O)c1nc(N)sc1C(=O)OCC
-8,0.3,0,4,-1,-4,0,6,3,COc1cc(NC(=O)CCC2CCCC2)cc(-n2cnnn2)c1
/,/,8,15,/,3,-12,-10,13,CC1(C(=O)Nc2cccc3ncccc23)CCN1C(=O)Cc1ccc(-c2ccccc2)cc1 (configuration not stated)
-2,1.6,6,1,7,-8,-10,9,7,CCCNC(=O)Cc1c(C)n(C(=O)c2ccc(Cl)cc2)c2ccc(OC)cc12
0,2.5,-7,8,5,2,-8,1,10,COCCn1c(C)cc(C(=O)COc2ccc(N(C)S(=O)(=O)c3ccc(C)cc3)cc2)c1C
-2,4.0,0,1,-4,-3,4,0,-6,Cc1nn(CC#N)c(=O)n1-c1ccccc1F
-4,-0.1,8,2,-1,3,2,0,-5,CN(C)/C=C1/C(=O)Nc2ccccc21
9,0.6,6,0,15,-11,-8,-15,7,Cc1ccc(-c2noc(=O)n2CC(=O)c2ccc(Cl)cc2)cc1
0,4.9,12,0,-24,3,11,-7,0,O=C1NC(=Nc2ccccc2)CS1
-3,0.6,0,2,12,-5,0,0,-2,O=C(c1ccco1)N1CCN(C(=S)NCc2ccc(F)cc2)CC1
6,-0.3,0,1,-1,-2,-1,9,3,CCOC(=O)C1=C(C)OC(N)=C(C(=O)OCC)C1c1ccncc1 (configuration not stated)
7,2.7,-9,1,19,0,6,11,-5,Cc1ccc(NC(=O)CSc2nnc(Cn3c(=O)sc4ccccc43)n2C)cc1Cl
-1,-1.4,3,1,7,-5,-6,4,-6,Cc1noc(C)c1C(=O)N1CCc2ccccc2C1
0,-3.0,-20,6,-4,0,-1,2,-8,Clc1cccc(N2CCN(Cc3nnc(-c4ccccc4)o3)CC2)c1
-2,-1.5,10,3,6,-2,1,0,6,CC(=O)c1cccc(NC(=O)c2cc(S(=O)(=O)N3CCOCC3)cs2)c1
2,1.8,3,5,-10,6,4,12,-6,COc1cc(NC(=O)N2CCNC2=O)cc(C(=O)Nc2cccc(C(F)(F)F)c2)c1
-3,0.0,-1,-1,3,-4,0,16,3,O=C(CSc1nnc2scc(-c3ccc(Cl)cc3)n12)NCc1ccco1
/,-1.5,-7,-2,21,1,4,4,3,Cc1nc2nc(SCc3ccccc3)[nH]n2c(=O)c1C
5,1.3,-12,-2,-11,2,-3,10,-1,Cc1nc(N2CCOCC2)nc(Oc2ccccc2F)c1[N+](=O)[O-]
5,0.9,2,2,-8,4,10,11,-10,COC(=O)Cc1cc(=O)oc2cc(OC)ccc12
1,-0.3,-4,-1,-16,-2,1,0,-3,O=C(Nc1ccc2c(c1)CCC2)c1cc(S(=O)(=O)Nc2ccc(F)cc2)c(Cl)cc1Cl
0,-0.3,0,0,-4,-2,1,6,-2,CC(CCc1ccccc1)C(=O)NO (configuration not stated)
/,-1.6,-22,9,15,-1,-7,-3,2,O=S(=O)(Nc1ccc(NS(=O)(=O)c2ccccc2)c2ccccc12)c1ccccc1
5,-1.6,2,1,-11,-2,-4,1,-1,COc1ccc(CNc2nc(-c3cccnc3)nn2S(C)(=O)=O)cc1
/,/,-11,1,/,0,-4,-1,1,COc1ccc(C(O)c2nc(/C=C/c3ccc(C(F)(F)F)cc3)cs2)cc1 (configuration not stated)
-1,-0.5,-1,4,8,-2,-4,4,14,CCOc1ccc(/C=C2\SC(=S)N(CC(=O)NCCCN3CCOCC3)C2=O)cc1
/,/,0,5,/,-1,-1,-5,6,COc1cc(Cl)ccc1OC1(C)CCN(Cc2cccn2-c2nccs2)C1 (configuration not stated)
2,0.0,-2,0,-4,-2,-1,1,-9,CCCn1nnc(NC(=S)NC(=O)CC)n1

Overlap with the part before: three compounds, then new ones.
IDE inh,CRFR2-BP ag,M4 antag,M4 ag,CRFR2-BP antag,M5 ag,CHRM5 PAM,CHRM4 PAM,CHRM5 antagonist,SMILES
-1,-0.5,-1,4,8,-2,-4,4,14,CCOc1ccc(/C=C2\SC(=S)N(CC(=O)NCCCN3CCOCC3)C2=O)cc1
/,/,0,5,/,-1,-1,-5,6,COc1cc(Cl)ccc1OC1(C)CCN(Cc2cccn2-c2nccs2)C1 (configuration not stated)
2,0.0,-2,0,-4,-2,-1,1,-9,CCCn1nnc(NC(=S)NC(=O)CC)n1
1,-2.5,-9,-3,-30,-5,-9,-8,1,CC1CCCN(C(=O)N2c3ccccc3Sc3ccccc32)C1 (configuration not stated)
-2,0.5,8,-1,-4,0,-1,0,1,CCOC(=O)N1CCN(C(=O)/C=C/c2ccc3c(c2)OCO3)CC1
0,1.3,-1,1,20,5,7,1,2,Cc1ccc(CNC(=O)c2ccc(N3CCC4(CC3)CC(c3cccc(Br)c3)=NO4)c([N+](=O)[O-])c2)cc1
1,3.4,2,4,7,-3,1,3,-2,COc1ccc(Cl)cc1NS(=O)(=O)c1cccc(C(=O)NCCCN2CCCC2=O)c1
-1,-2.0,-12,2,33,-4,-3,4,-7,Cc1cc2nnc(SCC(=O)N3CCCCCC3)n2c(N)n1
6,0.6,-7,-1,9,0,-5,7,10,CCCOc1ccc(CN(CCO)CCO)cc1C(=O)OC
-3&2,-1.0,2,0,14,-1,1,3,-5,Nc1nc2ccc(OC(F)(F)F)cc2s1
2,-2.1,-4,2,-71,1,3,-3,-2,CC(C)c1ccc(/C=C/C(=O)Nc2nncs2)cc1
9,1.4,7,2,-15,-8,3,-3,9,CN(C)C(CNC(=O)C1CCN(S(=O)(=O)c2cccc(C(F)(F)F)c2)CC1)c1ccccc1 (configuration not stated)
4,0.2,3,0,10,-1,4,-6,-2,Cc1snc(S(=O)(=O)Cc2c(Cl)cccc2Cl)c1C#N
0,0.0,5,1,3,-1,9,2,-8,CCOC(=O)CNC(=O)CN1C(=O)CCSc2ccccc21
-2,-0.6,10,1,-14,1,1,5,-5,O=C(c1noc2c1CCCC2)N1CCN(Cc2ccccc2)CC1
-2,7.8,-6,0,-113,0,-4,4,-12,CC(C)(C)c1ccc(CN2N=C(/C=C/c3ccccc3)CCC2=O)cc1
-1,-3.4,1,1,5,-6,6,0,-3,Cc1cc(-c2c(C)[nH]n(-c3ccccc3)c2=O)n(-c2ccccc2)n1
/,-3.5,-12,1,4,2,1,2,2,CC(=O)Nc1cc2c(cc1Cl)-c1ccc(F)cc1C2O (configuration not stated)
0,0.0,4,1,-16,-4,-2,2,10,Cc1csc(=O)n1CC(=O)OCC(=O)Nc1ccccc1C(C)C
1,-0.2,-2,1,-11,1,7,5,-6,O=C(CNS(=O)(=O)c1ccc(Cl)c(C(F)(F)F)c1)NC1CCCCCC1
2,-1.3,-1,3,-3,0,2,15,2,O=C(N/N=C/c1ccc(Br)o1)c1cncc(Br)c1
6,1.5,4,2,-2,-1,-1,10,-8,Nc1ccc(C#Cc2ccccc2)cc1
3,1.1,2,0,-5,-1,-3,-2,-2,CC(=O)Oc1cccc(N2C(=O)C3CC=C(Cl)CC3C2=O)c1 (configuration not stated)
-1,0.5,-25,2,-6,0,1,-3,4,CCOc1ccc(NC(=O)Cc2ccc(S(=O)(=O)N3CCCCC3)cc2)cc1OCC
-2,0.2,-1,1,0,-3,-1,6,-2,Cc1cc(C)c(OCC(=O)OC(C)C(=O)N2CCc3ccccc32)c(C)c1 (configuration not stated)
6,-0.8,-6,1,2,-2,3,1,9,Cc1ccc(F)c(CNC(=O)C2CCC(=O)N(Cc3ccccn3)C2)c1F (configuration not stated)
1,-0.4,-2,2,-60,-7,-6,1,7,CC(C)CC(NC(=O)c1cccs1)c1nnc(SCc2ccc(Cl)c(Cl)c2)n1C (configuration not stated)
/,/,-4,47*,/,9,-11,-11,-1,COc1ccc(-c2csc(C(O)c3ccc(F)cc3)n2)cc1 (configuration not stated)
0,0.7,-2,12,0,-3,-3,1,7,COc1cccc(C(=O)Nc2c3c(nn2-c2ccc(Cl)cc2)CS(=O)(=O)C3)c1OC
3,-2.2,10,1,2,-2,11,0,-9,CCc1c(C)nc(Nc2nc(C)c3cc(OC)ccc3n2)[nH]c1=O
-4,-1.8,-4,1,5,-4,2,2,-1,O=C1Nc2ccccc2C1=Nc1cccc(Cl)c1
-1,-4.0,-2,1,-16,-3,-7,10,9,CCCCCCSc1nnc2[nH]c(=O)cc(N)n12
/,-0.8,-8,1,6,-1,0,10,5,CCCCn1c(N)c(N(CCOC)C(=O)c2oc3ccc(Br)cc3c2C)c(=O)[nH]c1=O
-5,0.6,5,1,-5,5,-1,12,-4,CCC(C)[C@H](NC(=O)N1CCCC1)C(=O)O (some centres not stated)
-1,-1.0,-5,1,0,-4,0,0,2,O=c1cc(N2CCc3ccccc32)[nH]c(=O)n1-c1ccccc1Cl
8,-0.1,-15,4,-8,-3,-2,5,1,c1ccc(CN2CCN(c3cnc4ccccc4n3)CC2)cc1
-5,9.8,2,1,62*,1,1,-3,-7,CC1(C)Cc2c(sc(/N=C/N3CCCC3)c2C#N)C(C)(C)N1
1,0.0,-2,1,-11,-1,7,2,-8,CCOC(=O)CSc1nnc2n(C3CCCCC3)c(=O)c3c4c(sc3n12)CCCC4
-1,-0.2,-16,1,-6,3,10,0,1,COc1cc(/C=N/NC(=O)Cc2nnc(N)s2)cc(OC)c1OC
0,-3.2,-5,0,12,0,-3,8,8,Cc1ccc(/C=N/NC(=O)c2nn(C)cc2Cl)cc1
4,-0.4,3,0,-36,-5,-16,-7,-1,COc1ccc(OC)c(S(=O)(=O)Nc2ccc(C)c(C)c2)c1
2,-0.4,15,0,-1,0,-2,-9,-7,O=C(CSc1nnc(-c2cccnc2)n1Cc1ccco1)NCc1ccc2c(c1)OCO2
1,1.6,-7,1,-18,0,-1,9,9,CCC1Nc2ncnc(N3CCN(c4ccccc4)CC3)c2N(Cc2ccc(Br)cc2)C1=O (configuration not stated)
-2,-0.8,-6,0,-6,-6,-1,1,-2,CCC(C)(C(=O)NC1CCCC1)N(Cc1cccs1)C(=O)Cc1cccs1 (configuration not stated)
0,0.0,3,0,-2,-1,3,4,-6,CN(C(=O)CSc1nc(N)cc(N)n1)C1CCS(=O)(=O)C1 (configuration not stated)
-7,3.8,2,-1,6,-1,-4,-14,6,N=c1c(C(=O)NC2CCCC2)cc2c(=O)n3ccccc3nc2n1C1CCCC1
-5,0.9,-1,1,-3,4,8,-1,13,CCCOc1ccc(CCC(=O)O)cc1
3,11,13,21,-38,16,-11,-16,10,CCc1ccc(C(C)NC(=S)NCc2ccc(F)cc2)cc1 (configuration not stated)

Copied from the listing, 2 compounds:
IDE inh,CRFR2-BP ag,M4 antag,M4 ag,CRFR2-BP antag,M5 ag,CHRM5 PAM,CHRM4 PAM,CHRM5 antagonist,SMILES
8,-0.1,-15,4,-8,-3,-2,5,1,c1ccc(CN2CCN(c3cnc4ccccc4n3)CC2)cc1
-5,9.8,2,1,62*,1,1,-3,-7,CC1(C)Cc2c(sc(/N=C/N3CCCC3)c2C#N)C(C)(C)N1

Screening results: PubChem BioAssay, several laboratories
